# Source: PubChem BioAssay (NCI)
# Growth percent in the NCI-60 one-dose screen (48 h, 10 µM unless noted): 100 = growth as untreated, 0 = no growth, -100 = all killed.
# SK-MEL-2: SK-MEL-2 melanoma | 77,000 compounds, 4.7% hits | AID 1794763
# UACC-62: UACC-62 melanoma. 81,000 compounds, 5.4% hits. AID 1794756
# BT-549: BT-549 breast cancer; 78,000 compounds, 4.4% hits; AID 1794793
# MALME-3M: MALME-3M melanoma; AID 1794766; 78,000 compounds, 5.8% hits
# HS 578T: HS 578T breast cancer | 78,000 compounds, 4.1% hits
# UACC-257: UACC-257 melanoma; 78,000 compounds, 4.4% hits
# T-47D: T-47D breast cancer | AID 1794792 | 79,000 compounds, 5% hits
# SK-MEL-28: SK-MEL-28 melanoma | 81,000 compounds, 4.1% hits | AID 1794761
# * = called active by the depositor; . = not tested or not shown; & = joins results of further samples. The calls were made as follows: active = growth percent below 10; inactive = the rest.
No.	SMILES	SK-MEL-2	UACC-62	BT-549	MALME-3M
1	O=C(c1ccc(O)cc1)C1[C@H](c2ccc(Br)cc2)[C@@H](c2ccccc2)NC12C(=O)Nc1ccc(Br)cc12 (some centres undefined)	-21*	-36*	39	-49*
2	Nc1cccc[n+]1CCC(=O)[O-]	115	101	109	104
3	COc1cc(N=Nc2ccc(C(=O)N(C)C)cc2)c(C)cc1N=Nc1c(O)c2ccccc2[nH]c1=O	96	88	96	75
4	O=C1/C(=C/c2ccc(B(O)O)cc2F)Oc2cc(O)ccc21	106	84	96	94
5	Cc1ccc2oc(=O)cc(-c3sc(N4CCCC4)nc3-c3ccccc3)c2c1	92	89	93	96
6	CCOC(=O)CCC(=O)P(=O)(O)O	104	97	101	103
7	O=C(Cn1cc(-c2ccccc2)nn1)Nc1nc(-c2ccc(Cl)cc2)cs1	103	76	98	90
8	Cn1c2c(Cl)c(Cl)ccc2c2cn[nH]c(=O)c21	97	92	218	273
9	C=Cc1ccc(CC)cn1	64	101	115	140
10	COc1ccc2c(c1)nnn1c3ncccc3c(Br)c21	91	78	84	93
11	COc1ccc(CC(=O)c2ccc(OC)cc2)cc1	97	98&101	90	95&118
12	Nc1ncnc2c1ncn2[C@H]1CC=C(CO)O1	106	98	111	103
13	O=C(c1cc2cccnc2n1-c1ccc(Cl)c(Cl)c1)N1CC(F)(F)C1	112	101	100	132
14	COc1cc(C(=O)NN)cc(OC)c1OC	109	111	114	116
15	CCCN(CCC)CC(O)COc1ccccc1C(=O)Nc1ccccc1 (centres undefined)	58	48	87	62

No.	HS 578T	UACC-257	T-47D	SK-MEL-28
1	-6.2*	49	22	26
2	116	110	94	113
3	87	102	87	107
4	90	90	99	108
5	90	97	88	113
6	114	93	99	94
7	106	99	95	108
8	87	115	96	123
9	80	100	106	126
10	61	110	66	116
11	106&117	143	83&100	109&107
12	113	103	104	112
13	106	104	102	125
14	98	109	101	117
15	81	61	97	65

# Next results follow.
No.	SMILES	SK-MEL-2	UACC-62	BT-549	MALME-3M
16	Cc1ccc(C2=NN/C(=N\C(=S)Nc3ccc(Cl)cc3)SC2)cc1	102	91	103	103
17	C=C(c1ccc(OC)cc1)C(CC)c1ccc(OC)cc1 (centres undefined)	.	82	96	84
18	CC[C@@]1(C(N)=O)CC2C=CC1C2 (some centres undefined)	105	107	104	.
19	CC(=O)C1=NN(c2ccccc2)C2C3N(c4ccccc4)N=C(C(C)=O)N3c3[nH]c(-c4ccccc4)cc3N12 (centres undefined)	109	98	126	99
20	CCCCCCCCCCCCCCCCCCNC(=O)[C@H]1CSC(c2ccc(OC)c(F)c2)N1 (some centres undefined)	-54*	-86*	-60*	-57*
21	CC(C)(C)NC[C@H](O)COc1ccccc1C1CCCC1	107	93	91	92
22	O=C(O)CCC(=O)OC[C@@H](NC(=O)C(Cl)Cl)[C@H](O)c1ccc([N+](=O)[O-])cc1	105	98	90	96
23	Cc1ccccc1NC(=O)Cc1csc(N/N=C2\NC(=O)/C(=C/c3cccc([N+](=O)[O-])c3)S2)n1	110	95	86	89
24	O=C(Cn1cnc2c(cc(-c3ccccc3)n2-c2ccncc2)c1=O)Nc1ccc(Cl)cc1	117	103	103	99
25	CSc1cnn(CCC#N)c(=O)n1	98	101	100	.
26	O=c1[nH]c2ccc(Cl)cc2cc1CSc1ccc(Nc2nccc(-c3ccc(C(F)(F)F)cc3)n2)cc1	106	100	90	92
27	CN(C)CCCC1(c2ccc(F)cc2)OCc2cc(-c3cc4ccccc4s3)ccc21 (centres undefined)	72	-62*	80	-77*
28	Cc1cc(C)n(/N=C/c2ccccc2)c(=O)c1C#N	94	121	129	91
29	COc1cc(C2N=C(SC)NC(C)=C2C(C)=O)ccc1O (centres undefined)	109	103	.	112
30	C/C(=N\N(Cc1ccccc1)c1ccccc1)c1ccccc1	107	95	103	.

No.	HS 578T	UACC-257	T-47D	SK-MEL-28
16	93	75	78	111
17	97	.	69	97
18	118	118	103	112
19	75	112	107	72
20	33	70	-62*	-74*
21	82	90	87	102
22	111	104	95	106
23	105	104	86	101
24	106	103	100	109
25	100	104	94	109
26	106	108	97	103
27	27	-29*	-3.0*	-88*
28	115	100	101	108
29	103	101	114	104
30	115	106	98	103

# Next part:
No.	SMILES	SK-MEL-2	UACC-62	BT-549	MALME-3M
31	CCOc1ccc(-c2c(C#N)c(-c3ccc(Cl)cc3)nc3n[nH]c(-c4ccc(Cl)cc4)c23)cc1OC	64	69	68	47
32	Cc1cccnc1NC(=S)Nc1ncccc1C	103	100	96	113
33	CCC[C@@H]1C[C@@H](C(=O)N[C@H]([C@H]2O[C@H](SC)[C@H](O)[C@@H](O)[C@H]2O)[C@H](C)O)N(C)C1	104	103	97	94
34	O=C(c1cccs1)C1CC1	115	117	109	.
35	COc1cc(C2C(C#N)=C(N)OC3=C2C(=O)c2ccccc2C3=O)ccc1OCc1ccc(F)cc1 (centres undefined)	95	84	80	92
36	N#Cc1c(NCc2ccc(N3CCCCC3)cc2)oc(-c2ccccc2)c1-c1ccccc1	106	63	104	94
37	C#CCOc1ccc(C2=NN(C)C3N=C(Cl)c4ncn(C)c4N23)cc1OCC#C (centres undefined)	105	84	100	112
38	COc1ccc(S(=O)(=O)NCCNc2nccc(-c3c(-c4cccc(OC)c4)nc4occn34)n2)cc1	101	92	100	128
39	COc1cc(/C=N/N(C)C)ccc1O	101	90	105	105
40	C=C(C)[C@@H]1CC[C@]2(CO)CC[C@]3(C)[C@H](CC[C@@H]4[C@@]5(C)Cc6c([nH]c7ccccc67)C(C)(C)[C@@H]5CC[C@]43C)[C@@H]12	85	89	122	103
41	O=C(c1c(-[n+]2noc(=O)[nH]2)no[n+]1[O-])N1CCOCC1	94	97	115	103
42	CCOc1cc(C=O)cc(I)c1O	110	103	109	108
43	O=C(O)C1(O)C[C@@H](O)C(O)[C@H](O)C1 (some centres undefined)	101&110	98&111	95&101	121&105
44	CSc1nc2ccccc2[nH]1	91	94	100	145
45	CCOc1cc2ncc(C#N)c(Nc3ccc(F)c(Cl)c3)c2cc1NC(=O)CC(CCSCc1ccccc1)SCc1ccccc1 (centres undefined)	93	88	95	116

No.	HS 578T	UACC-257	T-47D	SK-MEL-28
31	.	54	25	60
32	111	116	100	111
33	117	111	101	107
34	96	119	103	111
35	77	91	97	107
36	84	101	97	92
37	100	97	77	96
38	108	103	76	119
39	87	89	94	114
40	105	102	67	113
41	103	98	109	109
42	105	97	99	105
43	108&124	109&104	99&98	106&101
44	95	93	100	118
45	96	103	62	105

# Sorted by count of non-hydrogen atoms (ascending): four of the compounds above
No.	SMILES	SK-MEL-2	UACC-62	BT-549	MALME-3M
17	C=C(c1ccc(OC)cc1)C(CC)c1ccc(OC)cc1 (centres undefined)	.	82	96	84
23	Cc1ccccc1NC(=O)Cc1csc(N/N=C2\NC(=O)/C(=C/c3cccc([N+](=O)[O-])c3)S2)n1	110	95	86	89
35	COc1cc(C2C(C#N)=C(N)OC3=C2C(=O)c2ccccc2C3=O)ccc1OCc1ccc(F)cc1 (centres undefined)	95	84	80	92
38	COc1ccc(S(=O)(=O)NCCNc2nccc(-c3c(-c4cccc(OC)c4)nc4occn34)n2)cc1	101	92	100	128

No.	HS 578T	UACC-257	T-47D	SK-MEL-28
17	97	.	69	97
23	105	104	86	101
35	77	91	97	107
38	108	103	76	119

# Additional entries.
No.	SMILES	SK-MEL-2	UACC-62	BT-549	MALME-3M
46	O=C(/C=C/c1cccc(OCc2ccccc2)c1)c1nc2ccccc2[nH]1	100	56	8.5*	91
47	COc1ccc(OC)c(N)c1	98	98	101	107
48	C=C(C)[C@@H]1CC[C@]2(COCCCNCCCN)CC[C@]3(C)[C@H](CC[C@@H]4[C@@]5(C)CC[C@H](OCCCN)C(C)(C)[C@@H]5CC[C@]43C)[C@@H]12	93	-88*	100	-88*
49	CCOC(=O)c1cccc2c1-c1ccccc1C2=O	122	91	97	108
50	Cc1ccc(N)cc1S(=O)(=O)Nc1ccccc1	107	92	117	112
51	CCN(CC)CCN1CC(=O)Nc2cc(Cl)ccc21	104	94	107	.
52	NC(=O)c1c(Cl)c(Cl)c(Cl)c(Cl)c1C(=O)O	134	104	107	94
53	C[C@]12CCC3c4ccc(O)cc4CCC3C1CC[C@@H]2O (some centres undefined)	92	64	83	96
54	Cc1ccc2nc(-c3ccccc3)nn2c1	102	102	114	.
55	CC(=O)Nc1ccc(C(=O)COc2cccc(/C=C3\CCc4ccccc4C3=O)c2)cc1	51	84	66	20
56	CC(=O)C(C(C)=O)C(=S)NC(=O)c1ccc(-n2c(=O)[nH]c3ccccc3c2=O)cc1	105	92	91	103
57	COc1ccc(NC(=O)c2sc3nc(C)c(C(=O)c4ccccc4)cc3c2N)cc1	89	80	113	102
58	CCCN(CCC)C(=O)c1ccc(C(C)C)cc1	106	94	103	95
59	C[C@H]1C=C(C[C@@H](O)CCCCCCCCCC[C@@H](O)[C@H]2CCC(=O)O2)C(=O)O1	80	92	112	122
60	CCn1cc(C(=O)NN=C2CCCC2)c(=O)c2ccc(C)nc21	96	79	83	92

No.	HS 578T	UACC-257	T-47D	SK-MEL-28
46	.	70	14	95
47	104	101	99	105
48	87	14	-65*	16
49	110	106	111	113
50	94	118	117	128
51	94	102	107	115
52	120	98	110	101
53	68	103	95	104
54	117	105	102	111
55	100	90	68	109
56	96	101	88	106
57	83	97	91	90
58	108	84	108	111
59	128	102	93	124
60	89	90	89	91

# The listing continues:
No.	SMILES	SK-MEL-2	UACC-62	BT-549	MALME-3M
61	O=C(CSc1nnc(/C=C\c2ccco2)c(=O)[nH]1)c1ccc(Cl)cc1	58	85	86	110
62	O=C(Nc1ccc(CN2CCOCC2)cc1)c1[nH]ncc1Nc1ncnc2sccc12	2.9*	10	-8.7*	8.2*
63	CN1C(=O)N(C)C2Nn3c(s/c(=C\c4ccc(Br)cc4)c3=O)=NC21 (centres undefined)	115	93	94	95
64	O=c1cc(/C=N\Nc2nc(-c3ccc(Cl)cc3)cs2)c2cc(Cl)ccc2o1	92	86	98	101
65	CCOC(=O)c1c2c(n(-c3ccccc3)c1-c1ccccc1)C=CCCC2	87	73	109	97
66	N#Cc1c(-c2ccc(F)cc2)nc(SCc2ccc(F)cc2)nc1N1CCNCC1	-73*	-92*	83	-98*
67	C=CCN1CCCC1=O	161	86	.	97
68	Cc1cc(C)n(C(=O)CSc2nc3sc4c(c3c(=O)n2-c2ccccc2)CCCCC4)n1	98	96	100	107
69	CCCCOc1ccc(OCCCC)cc1	103	98	105	.
70	COc1cc2c(cc1OC)C1=NN(C(=O)Nc3ccc(C)cc3C)C(c3ccc(F)cc3)C1C2 (centres undefined)	101	86	98	111
71	O=S(=O)(OCCO)c1ccccc1	102	94	105	105
72	COc1cccc(/C=N/Nc2nc3ccccc3s2)c1OC	81	67	79	90
73	CCN(CC)c1ccc(C(=N)c2ccc(N(C)C)cc2)cc1	-5.0*	5.1*	29	32
74	ClC1(c2ccc(-c3ccccc3)cc2)c2ccccc2-c2ccccc21	115	90	110	99
75	COC(=O)c1nc(-c2ccc(C)cc2)oc1S(=O)(=O)c1ccc(Cl)cc1	102	90	83	31
76	Oc1cccc(CCc2ccccn2)c1	106	95	111	.

No.	HS 578T	UACC-257	T-47D	SK-MEL-28
61	137	105	62	136
62	-2.9*	20	18	7.1*
63	96	104	98	110
64	93	102	89	96
65	100	105	93	103
66	-0.2*	-91*	-67*	-98*
67	109	119	100	108
68	97	97	90	110
69	113	99	115	105
70	.	102	86	106
71	108	103	.	110
72	98	96	67	98
73	-31*	-3.3*	-14*	26
74	115	101	88	119
75	105	100	89	99
76	96	81	108	120

# Structures above containing two or more sulfur atoms, in the order listed:
No.	SMILES	SK-MEL-2	UACC-62	BT-549	MALME-3M
16	Cc1ccc(C2=NN/C(=N\C(=S)Nc3ccc(Cl)cc3)SC2)cc1	102	91	103	103
23	Cc1ccccc1NC(=O)Cc1csc(N/N=C2\NC(=O)/C(=C/c3cccc([N+](=O)[O-])c3)S2)n1	110	95	86	89
45	CCOc1cc2ncc(C#N)c(Nc3ccc(F)c(Cl)c3)c2cc1NC(=O)CC(CCSCc1ccccc1)SCc1ccccc1 (centres undefined)	93	88	95	116
68	Cc1cc(C)n(C(=O)CSc2nc3sc4c(c3c(=O)n2-c2ccccc2)CCCCC4)n1	98	96	100	107

No.	HS 578T	UACC-257	T-47D	SK-MEL-28
16	93	75	78	111
23	105	104	86	101
45	96	103	62	105
68	97	97	90	110
